# AddAB inh: growth inhibition of E. coli expressing H. pylori AddAB, primary screen, AddAB inhibitor project, absorbance; hit rate 0.29% among 330,000; AID 435030, 2010; inhibition, % at 11.9 µM; in the data active = inhibition above about 12%;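 note: 0% = vehicle wells of infected cells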
# CAL PDZ FP-1: CAL PDZ peptide-binding inhibitors, primary screen, biochemical, fluorescence polarization, Cer-tagged CAL PDZ, HTS | Golgi-associated PDZ and coiled-coil motif-containing protein (Homo sapiens), Q9HD26 | purified CAL PDZ, TMR-peptide fluorescence polarization, 1 h | inhibition, % at 20 µM | hit rate 0.02% among 330,000 | AID 504414, 2011;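 active = highest replicate inhibition of at least 40%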;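 note: plate controls were DMSO neutral control wells for no effect and unlabeled competitor peptide control wells for full effect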
#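 Material – purified CerCALP PDZ construct · Detection – FP readout, S and P plane fluorescence · Measure – percent inhibition from loss of millipolarization · Controls – unlabelled peptide for full inhibition, DMSO wells as neutral · Probe or stimulus – TMR-labelled reporter peptide T*-PRC34 bound in PDZ groove · Times – 1 h at RT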
# Wnt act: Wnt/beta-catenin pathway activators, primary screen, cell-based, plate reader, single point | Wnt/beta-catenin reporter cell assay, activator | activation, % at 9.35 µM | hit rate 1.2% among 300,000; in the data active = activation above about 30%, passing the limit was not always enough;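 note: 0% = neutral control wells and 100% = positive control wells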
# SR-BI HDL uptake: inhibitors of SR-BI mediated HDL lipid uptake, primary screen, ldlA[mSR-BI] cells, fluorescence, single point | inhibition, % at 12.5 µM | hit rate 0.96% among 320,000 | Scavenger receptor class B member 1 (Mus musculus), Q61009 | ldlA[mSR-BI] CHO cells, DiI-HDL uptake fluorescence, 3 h;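 active = mean replicate inhibition of at least 70% and a set share of replicates each scoring 70 or more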;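 note: 0% = median of neutral control wells and 100% = median of positive control wells; values of inactives mirror those of a sister screen read the other way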
# Target sequence (Q61009 whole entry, looked up): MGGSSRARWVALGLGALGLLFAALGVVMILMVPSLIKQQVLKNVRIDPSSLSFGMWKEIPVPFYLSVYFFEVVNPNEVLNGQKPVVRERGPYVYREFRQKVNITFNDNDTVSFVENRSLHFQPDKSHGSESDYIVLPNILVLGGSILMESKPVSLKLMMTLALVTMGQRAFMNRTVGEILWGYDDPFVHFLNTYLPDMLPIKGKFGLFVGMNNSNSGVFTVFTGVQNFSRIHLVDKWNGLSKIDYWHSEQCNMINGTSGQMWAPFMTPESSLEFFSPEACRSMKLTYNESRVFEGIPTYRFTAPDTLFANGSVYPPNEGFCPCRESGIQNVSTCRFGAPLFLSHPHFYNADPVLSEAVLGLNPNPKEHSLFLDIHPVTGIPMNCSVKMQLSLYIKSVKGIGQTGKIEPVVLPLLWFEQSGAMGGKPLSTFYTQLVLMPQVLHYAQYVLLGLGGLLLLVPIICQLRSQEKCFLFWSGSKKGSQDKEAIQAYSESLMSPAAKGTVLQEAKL
# CAL PDZ FP-2: untagged CAL PDZ binding inhibitors, primary screen, biochemical, fluorescence polarization, HTS | purified CAL PDZ, TMR-peptide fluorescence polarization, 1 h | inhibition, % at 24.9 µM | hit rate 0.92% among 300,000 | AID 602252, 2012;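 active = mean inhibition of at least 30% with at least half of replicates also reaching 30%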;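 note: 0% = DMSO neutral control and 100% = excess unlabeled competitor peptide PRC23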
# phage Ecoli inh: growth loss of phage-infected E. coli, primary screen, RecBCD inhibitor project, absorbance, with phage, HTS. inhibition, % at 11.9 µM. hit rate 0.26% among 360,000. AID 651602, 2012; in the data active = inhibition above about 11%
# SR-BI uptake up: activators of SR-BI mediated DiI-HDL uptake, primary screen, ldlA[mSR-BI] CHO cells, DiI fluorescence; 3 h; 100 = double the neutral-control signal; activation, % at 12.5 µM; hit rate 0.096% among 320,000;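 active = mean replicate activation of at least 60% and every replicate at or above 60%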;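 note: 0% = median plate neutral-control signal and 100% = twice that signal; values of inactives mirror those of a sister screen read the other way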
#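 Assay system: CHO ldlA[mSR-BI] cells, LDL receptor-null, SR-BI overexpressing; medium: Ham's F12 with 0.5% BSA, HEPES 25 mM, pH 7.4; also added: DiI-HDL 10 µg/mL; timing: 3 h uptake period with compound, 37 °C; signal: DiI fluorescence, bottom read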
# MITF act: activators of MITF-driven TRPM1 promoter reporter, primary screen, cell-based, SK-MEL-5, luciferase, single point; SK-MEL-5 TRPM1-promoter luciferase, 24 h; % of positive control, neutral wells = 0; activation, % at 12.5 µM; hit rate 0.75% among 300,000; AID 588334, 2011;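 active = mean activation of at least 80% with every replicate also reaching 80%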;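 note: 0% = neutral control wells and 100% = parthenolide positive control wells; values of inactives mirror those of a sister screen read the other way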
# Tat transport: E. coli Tat export inhibitors, primary screen, MC4100, TorA-mCherry reporter, fluorescence, single point; hit rate 0.036% among 340,000; inhibition, % at 10 µM;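 active = mean replicate inhibition at least 50% and at least half of replicates individually reaching 50%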;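 note: exported cargo escapes ClpAP degradation while cytoplasmic cargo is degraded and loses fluorescence; 0% = median of neutral control wells and 100% = median of NaSCN control wells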
# E coli growth: E. coli V3065 growth inhibition, primary screen, counter-screen for AddAB inhibitor project, absorbance, OD600; 18 h; inhibition, % at 11.9 µM; hit rate 0.27% among 330,000; AID 449728, 2010;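 active = inhibition above the campaign's mean inhibition across all tested compounds plus 3 SD, cut at about 9.9% in these data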;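 note: uninfected addAB+ strain grown without phage in ampicillin broth; 0% = DMSO wells and 100% = ciprofloxacin 0.95 µg/ml wells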
# * hit, by the source's call; · = no result given.
# The first two records as a preview:
SMILES,AddAB inh,CAL PDZ FP-1,Wnt act,SR-BI HDL uptake,CAL PDZ FP-2,phage Ecoli inh,SR-BI uptake up,MITF act,Tat transport,E coli growth
Cc1ccc(NC(=O)CSc2nc(C)c(C)c(C)n2)c([N+](=O)[O-])c1,0.1,-0.2,·,2,-3,2.4,-2,4,-5,-1.1
COc1ccc(N2CC(C(=O)Nc3nnc(SCC(=O)NC(C)(C)C)s3)CC2=O)cc1 (centres undefined),0.1,0.2,0,·,5,1.4,·,-2,-4,-0.8

# This part in full, from the first entry:
SMILES,AddAB inh,CAL PDZ FP-1,Wnt act,SR-BI HDL uptake,CAL PDZ FP-2,phage Ecoli inh,SR-BI uptake up,MITF act,Tat transport,E coli growth
Cc1ccc(NC(=O)CSc2nc(C)c(C)c(C)n2)c([N+](=O)[O-])c1,0.1,-0.2,·,2,-3,2.4,-2,4,-5,-1.1
COc1ccc(N2CC(C(=O)Nc3nnc(SCC(=O)NC(C)(C)C)s3)CC2=O)cc1 (centres undefined),0.1,0.2,0,·,5,1.4,·,-2,-4,-0.8
COC(=O)c1ccc(C2/C(=C(\O)c3ccc4c(c3)OCCO4)C(=O)C(=O)N2c2nnc(C)s2)cc1 (centres undefined),2.3,-3.7,-1,-7,-6,3.0,7,-9,4,-2.0
O=C(COc1ccc(Cl)cc1)NCCSc1ccccc1,4.7,-1.2,-5,-12,-1,3.0,12,-3,0,2.6
Cc1ccsc1C(=O)OCC(=O)N1CCN(c2ccccc2)CC1,1.4,-0.1,-3,16,8,3.1,-16,22,12,2.8
C=CCc1c(C)nc(-c2ccccc2)nc1N/N=C(\C)c1ccc(N)cc1,0.3,-1.6,·,-4,-4,2.5,4,38,4,1.5
Cc1c(N=Cc2ccc(Cl)o2)c(=O)n(-c2ccccc2)n1C,-1.7,-0.3,0,-15,·,·,15,-3,-6,-5.2
CCC(C(=O)Nc1cc(C)on1)c1ccccc1 (centres undefined),1.1,-1.6,-4,8,-3,1.1,-8,-3,-3,-2.0
Cc1cc2c(cc1S(=O)(=O)Nc1ccc(OC(F)(F)F)cc1)OCC(=O)N2,3.2,0.2,0,-19,-6,2.2,19,-6,9,0.3
O=C(CCCN1C(=O)C2CC=CCC2C1=O)Nc1ccccc1Cl (centres undefined),1.2,-0.4,-1,-8,·,-2.8,8,-9,-2,-0.1
N#Cc1cn(OCc2ccccc2)c(=O)[nH]c1=O,1.9,-2.3,2,-16,-2,0.9,16,1,-3,1.1
C=C1CCC2C(C)(C)[C@H](O)CC[C@@]2(C)[C@@H]1COc1cc(=O)oc2ccccc12 (some centres undefined),1.1,-1.1,·,-39,1,·,39,15,12,-2.0
CC(NCc1ccc(F)cc1)C(=O)Nc1cc(S(=O)(=O)N2CCCCC2)ccc1Cl (centres undefined),5.1,-1.1,-1,44,0,-3.2,-44,2,-7,1.1
O=C(Nc1nc2ccsc2c(=O)s1)c1ccc(F)cc1Cl,0.8,-0.9,52*,7,·,5.5,-7,·,-3,2.5
CCC(C)NCC(=O)Nc1ccc([N+](=O)[O-])cc1C(=O)Nc1ccccc1F (centres undefined),0.8,-0.5,-2,9,-2,1.4,-9,-7,-7,1.6
O=c1c2[nH]c3ccc(F)cc3c2ncn1CCN1CCOCC1,0.2,-1.2,·,-42,-5,2.2,42,-2,-2,-1.8
O=C(NCCCCc1ccccc1)Nc1cccc(F)c1,2.9,-6.3,-2,-8,-5,4.9,8,17,10,2.7
Cc1cc(C(=O)C(C)Cl)c(C)n1Cc1ccco1 (centres undefined),-1.7,-4.5,-1,4,0,2.4,-4,-1,3,-0.2
COc1ccc(Cc2nnc(NC(=O)C3CCCO3)s2)cc1OC (centres undefined),4.1,0.6,-3,-8,-3,1.8,8,8,0,-0.4
Nc1ccc(S(=O)(=O)Nc2nccc(/C=C/c3ccc(Cl)cc3Cl)n2)cc1,-0.6,-1.6,-3,-1,-3,1.8,1,6,-11,-4.3
N#CC[n+]1cc(-c2ccc(Cl)cc2)n2c1CCC2,1.9,0.7,·,-29,·,3.7,29,8,5,2.0
CCCN1CCN(C(=O)CN2C(=O)CC(C)(C)S(=O)(=O)c3ccccc32)CC1,1.6,-2.2,0,·,-3,1.9,·,5,6,0.2
COc1ccc(-c2csc(NC3OC(=O)c4c3ccc(OC)c4OC)n2)cc1OC (centres undefined),4.4,-0.7,6,-27,·,-1.9,27,·,2,1.6
Cn1c(SCC(=O)NNC(=O)c2ccccc2)nnc1C1CC1,1.2,-1.0,-3,·,-6,-0.3,·,1,5,1.3
COc1ccc(-c2nn(-c3ccccc3)cc2/C=N/Nc2ccc3ccccc3n2)cc1OC,-1.4,0.2,-1,33,-3,4.3,-33,-8,-8,-2.5
Cn1nc(-c2ccc(OCC(=O)Nc3ccccc3)cc2)c2ccccc2c1=O,-2.5,-4.3,0,37,5,0.9,-37,·,4,0.6

# Some entries already given, showing only phage Ecoli inh and CAL PDZ FP-1:
SMILES	phage Ecoli inh	CAL PDZ FP-1
C=CCc1c(C)nc(-c2ccccc2)nc1N/N=C(\C)c1ccc(N)cc1	2.5	-1.6
Cc1c(N=Cc2ccc(Cl)o2)c(=O)n(-c2ccccc2)n1C	·	-0.3
CCC(C(=O)Nc1cc(C)on1)c1ccccc1 (centres undefined)	1.1	-1.6
Cc1cc2c(cc1S(=O)(=O)Nc1ccc(OC(F)(F)F)cc1)OCC(=O)N2	2.2	0.2
O=C(CCCN1C(=O)C2CC=CCC2C1=O)Nc1ccccc1Cl (centres undefined)	-2.8	-0.4

# Screens (PubChem)

# Compounds as they come; about 3.6% have a hit in one of these screens.
